FBW7 activator – FBW7 E3 ligase activators, primary screen, biochemical, AlphaScreen, human; F-box/WD repeat-containing protein 7 (Homo sapiens), Q969H0; AlphaScreen FBW7–phospho-cyclin E peptide binding, activator screen; normalized activity (activation), % at 26.1 µM; hit rate 0.13% among 650,000; AID 1259310, 2017; in the data active = normalized activity above about 1.9%;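 note: purified mutant Fbw7 with reduced substrate affinity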
Target sequence (Q969H0 whole entry, looked up): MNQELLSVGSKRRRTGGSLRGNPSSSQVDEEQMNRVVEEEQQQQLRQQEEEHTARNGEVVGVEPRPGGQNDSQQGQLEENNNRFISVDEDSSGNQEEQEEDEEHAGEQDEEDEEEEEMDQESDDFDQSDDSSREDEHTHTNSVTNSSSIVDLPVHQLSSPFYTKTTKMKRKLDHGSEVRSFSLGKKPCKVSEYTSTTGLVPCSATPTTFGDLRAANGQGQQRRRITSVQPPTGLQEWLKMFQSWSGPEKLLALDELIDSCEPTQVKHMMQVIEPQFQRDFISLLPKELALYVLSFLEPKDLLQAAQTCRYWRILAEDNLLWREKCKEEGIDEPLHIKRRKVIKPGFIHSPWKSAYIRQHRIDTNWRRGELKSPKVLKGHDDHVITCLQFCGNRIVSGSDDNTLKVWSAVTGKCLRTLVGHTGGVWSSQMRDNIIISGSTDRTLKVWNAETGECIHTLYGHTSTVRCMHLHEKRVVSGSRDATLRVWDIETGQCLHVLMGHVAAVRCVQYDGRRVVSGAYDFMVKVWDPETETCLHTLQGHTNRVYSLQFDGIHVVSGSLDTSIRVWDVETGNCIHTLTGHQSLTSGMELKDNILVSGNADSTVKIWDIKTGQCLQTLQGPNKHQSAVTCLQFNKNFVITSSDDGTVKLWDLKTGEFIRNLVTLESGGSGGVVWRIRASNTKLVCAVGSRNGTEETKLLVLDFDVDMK
TEAD-YAP block – TEAD-YAP interaction inhibition, primary screen, TEAD-YAP interaction inhibitor project, luminescence, HEK-TIYL cells; hit rate 1.4% among 640,000; inhibition, % at 9.12 µM; AID 1259422, 2018; TEAD-Gal4/YAP UAS-luciferase luminescence; in the data active = inhibition above about 32%;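 note: 0% = median of test compound wells and 100% = reference inhibitor wells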
GPR151 activ – activators of human GPR151, primary screen, cell-based, PathHunter beta-arrestin, luminescence. PathHunter beta-arrestin GPR151 cells. activation, % at 11.2 µM. hit rate 1% among 650,000; in the data active = activation above about 4.9%;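 note: 0% = median of compound wells and 100% = cells with positive control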
Target sequence (Q8TDV0 whole entry, looked up): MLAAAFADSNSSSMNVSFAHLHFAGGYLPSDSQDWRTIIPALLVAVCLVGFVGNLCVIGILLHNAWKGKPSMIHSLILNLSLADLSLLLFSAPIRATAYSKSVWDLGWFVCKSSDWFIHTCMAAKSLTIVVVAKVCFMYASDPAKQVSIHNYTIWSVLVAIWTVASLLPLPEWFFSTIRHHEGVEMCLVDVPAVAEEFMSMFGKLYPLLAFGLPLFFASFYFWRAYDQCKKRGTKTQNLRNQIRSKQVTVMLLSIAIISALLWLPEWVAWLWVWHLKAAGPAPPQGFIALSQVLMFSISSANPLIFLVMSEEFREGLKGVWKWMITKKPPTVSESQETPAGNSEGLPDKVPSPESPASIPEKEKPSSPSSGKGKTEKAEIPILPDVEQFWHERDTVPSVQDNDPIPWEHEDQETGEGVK
MITF primary – MITF inhibitors, primary screen, biochemical, AlphaScreen, human; Microphthalmia-associated transcription factor (Homo sapiens), O75030; AlphaScreen MITF homodimerization, bead proximity signal; inhibition, % at 2.6 µM; hit rate 0.91% among 650,000; in the data active = inhibition above about 50%;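 note: 0% = vehicle wells with protein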
Starred values were filed as active, the others as inactive; . = not tested or not shown.

SMILES	FBW7 activator	TEAD-YAP block	GPR151 activ	MITF primary
Cc1ccc(-c2[nH]nc3c2C(c2ccc(N4CCOCC4)c([N+](=O)[O-])c2)C(C#N)=C(N)O3)cc1 (stereo not given)	-0.2	1	-0.3	7
C(=N\NC1=NCCCCC1)/c1cccc2ccccc12	-0.3	-36	0.7	-2
CCOCCCNC(=O)c1ccc(Br)cc1	0.2	-27	-0.2	9
O=C(C1CC(c2ccccc2F)=NO1)N1CCOCC1 (stereo not given)	0.1	-62	-1.5	-4
CCOC(=O)c1ccc(OC)c(S(=O)(=O)N2CCOCC2)c1	0.1	1	1.1	0
Cc1cc(NCCCN2CCCC2=O)nc(N2CCOCC2)n1	7.4*	-3	-1.3	8
Cc1ccc2nc(CN(C)Cc3ccc(Cl)cc3)cc(=O)n2c1	0.1	-2	0.0	0
Cc1ccc(S(=O)(=O)NCCCNS(=O)(=O)c2ccccc2[N+](=O)[O-])cc1	-0.2	-7	0.7	15
COc1ccc(C(CC(=O)NCCN2CCOCC2)NS(=O)(=O)c2ccc(OC)cc2)cc1 (stereo not given)	-0.1	3	-1.2	1
COc1ccc(CNC(=O)[C@H]2C=CCN2C(=O)C2CC2)cc1	0.2	10	0.2	-2
CCCC1=NN2C(=N)/C(=C/c3ccc(N(CC)CC)cc3)C(=O)N=C2S1	0.0	8	1.0	12
O=C(Nc1ccc(S(=O)(=O)N2CCCCC2)cc1)c1ccco1	-0.3	-15	1.1	5

Looked up above:
COc1ccc(C(CC(=O)NCCN2CCOCC2)NS(=O)(=O)c2ccc(OC)cc2)cc1 (stereo not given) – FBW7 activator = -0.1
Cc1ccc(S(=O)(=O)NCCCNS(=O)(=O)c2ccccc2[N+](=O)[O-])cc1 – MITF primary = 15
C(=N\NC1=NCCCCC1)/c1cccc2ccccc12 – TEAD-YAP block = -36
Cc1ccc2nc(CN(C)Cc3ccc(Cl)cc3)cc(=O)n2c1 – FBW7 activator = 0.1
CCOCCCNC(=O)c1ccc(Br)cc1 – GPR151 activ = -0.2
O=C(Nc1ccc(S(=O)(=O)N2CCCCC2)cc1)c1ccco1 – TEAD-YAP block = -15
Cc1cc(NCCCN2CCCC2=O)nc(N2CCOCC2)n1 – TEAD-YAP block = -3

(next part)
SMILES	FBW7 activator	TEAD-YAP block	GPR151 activ	MITF primary
CCn1cc(Br)c(C(=O)N(C)Cc2ccccc2)n1	0.0	-3	0.5	2
Cc1nc(CN(C)C(=O)c2cc(COc3ccc4ncccc4c3)on2)cs1	0.0	37*	2.8	3
CS(=O)(=O)N(CC(=O)Nc1ccccc1F)c1cccc(Cl)c1Cl	-0.1	-6	-0.8	-3
CN(Cc1ccccc1)C(=O)CSc1nc2ccc(Br)cc2c2nc3ccccc3n12	0.2	-3	-0.2	19
CCN1CCC(O)(c2ccncc2)C(O)C1=O (stereo not given)	0.0	1	0.5	18
CCOc1ccc(NC(=O)c2c(NC(=O)c3ccccc3Cl)sc3c2CCC3)cc1	0.0	-7	1.8	3
Cc1cc(N(CC(=O)Nc2ccc(F)cc2)S(C)(=O)=O)ccc1Br	-0.1	2	0.8	7
COc1cccc(C2Sc3ccccc3NC3=C2C(=O)c2ccccc23)c1 (stereo not given)	-0.1	10	1.1	18
COC(=O)c1cc(C(=O)N2CCc3ccccc3C2)cc([N+](=O)[O-])c1	0.0	8	1.0	8
CO[C@@H]1COC(=O)CCC[C@@H](C)[C@H](OC)COC(=O)[C@H](Cc2ccccc2)NC(=O)C/C=C/[C@H]1C	-0.1	.	-1.7	-1
Cc1[nH]c2ccc(Br)cc2c(=O)c1CN1CCCCC1	0.1	-7	1.4	-1
COc1ccc(CCNc2nc(N3CCOCC3)nc3c2ncn3Cc2ccc(C(F)(F)F)cc2)cc1	0.0	0	0.4	-6
O=C1OC(c2cccc3ccccc23)=N/C1=C/c1ccc(F)cc1	0.0	3	0.8	-3
CS(=O)(=O)c1ccc2c(c1)CC(c1nc3ccc(-c4cn[nH]c4)cc3[nH]1)CO2 (stereo not given)	-0.1	-1	-0.4	15
Cc1nc(N2CCCC(C)C2)c2cc(C)sc2n1 (stereo not given)	-0.1	4	-1.0	-5
CC(C)c1nnc(NC(=O)c2ccc([N+](=O)[O-])cc2Cl)s1	-0.1	-34	-3.2	14
CCCN(C(=O)c1ccc(N)cc1)c1c(C)n(C)n(-c2ccccc2)c1=O	0.1	0	-1.5	13
CCn1c(=O)c(C(=O)NNC(=O)c2ccc([N+](=O)[O-])cc2)c(O)c2ccccc21	-0.1	0	21*	7
O=c1[nH]c(=O)n([C@H]2C[C@H](O)[C@@H](CO)O2)cc1F	0.2	.	1.4	4
Cc1c(NC(=O)CN2C(=O)NC3(CCc4ccccc43)C2=O)c(=O)n(-c2ccccc2)n1C (stereo not given)	0.1	-10	-0.7	-7
O=C(Nc1ccc(O)c(-c2nc3ccccc3s2)c1)c1ccccc1Oc1ccccc1	0.0	-1	0.5	-7
CCn1nc(C)c(CNCc2c(C(=O)N3CCCCCC3)nc3cc(C)ccn23)c1C	0.3	3	-1.2	10
Cc1ccc(CN2C(=O)C(C)Oc3cccnc32)cc1 (stereo not given)	0.6	1	-0.4	8
CCC1CCCCN1C(=O)CSc1nc2ccccc2c(=O)n1CCC(=O)N1CCN(c2ccccc2)CC1 (stereo not given)	-0.3	17	-0.7	12
Cc1c(C(=O)N2CCN(Cc3ccccc3)CC2)sc2ncn(Cc3ccccc3Cl)c(=O)c12	-0.4	-4	-1.6	-6
COc1ccccc1C1NC(=S)NC(C)=C1C(N)=O (stereo not given)	-0.2	1	1.7	-9
COc1ccc(C2=NC(c3ccc(OC)c(OC)c3)NC(c3ccccc3O)C2)cc1 (stereo not given)	0.1	-74	-1.1	17
N#Cc1cccc(N2C(=O)c3ccc(-c4nc5ccccc5c(=O)o4)cc3C2=O)c1	0.0	6	-0.1	9
COc1ccc(CC2(CCC(=O)N(C)C(C)c3ccon3)CCC(=O)N2)c2ccccc12 (stereo not given)	0.0	-1	-0.7	-8
COc1cccc(N2CCN(S(=O)(=O)c3ccc([N+](=O)[O-])cc3)CC2)c1	-0.3	-3	1.0	11
CCn1c(CCNC(=O)C2(c3ccccc3)CCCCC2)nnc1SC	1.0	11	-0.7	5
Cc1ccccc1CN1CCN(Cc2cc3ccccc3o2)CC1CCO (stereo not given)	-0.1	-5	-0.1	-3
COC(=O)c1ccc2c(c1)S(=O)(=O)N(CCN(C)C)C2=O	0.4	0	-0.8	-5
CCCCSc1nc(C)c(CC(=O)O)c(=O)[nH]1	-0.1	13	0.0	12
COc1ccccc1NC(=S)N1CCN(Cc2ccccc2)CC1	-0.1	3	0.3	13
Cc1nc(C)c(CCNC(=O)c2ccc(C)c([N+](=O)[O-])c2)s1	0.1	-6	2.4	4

In another format: 6 of the compounds above
Every second line gives: FBW7 activator | TEAD-YAP block | GPR151 activ | MITF primary
- COc1ccccc1C1NC(=S)NC(C)=C1C(N)=O (stereo not given)
  -0.2 | 1 | 1.7 | -9
- COc1ccc(C2=NC(c3ccc(OC)c(OC)c3)NC(c3ccccc3O)C2)cc1 (stereo not given)
  0.1 | -74 | -1.1 | 17
- N#Cc1cccc(N2C(=O)c3ccc(-c4nc5ccccc5c(=O)o4)cc3C2=O)c1
  0.0 | 6 | -0.1 | 9
- COc1ccc(CC2(CCC(=O)N(C)C(C)c3ccon3)CCC(=O)N2)c2ccccc12 (stereo not given)
  0.0 | -1 | -0.7 | -8
- COc1cccc(N2CCN(S(=O)(=O)c3ccc([N+](=O)[O-])cc3)CC2)c1
  -0.3 | -3 | 1.0 | 11
- CCn1c(CCNC(=O)C2(c3ccccc3)CCCCC2)nnc1SC
  1.0 | 11 | -0.7 | 5

(list continues)
SMILES	FBW7 activator	TEAD-YAP block	GPR151 activ	MITF primary
CN(CC1CCOCC1)C(=O)CC1C(=O)NCCN1Cc1ccc(-c2ccccc2)cc1 (stereo not given)	0.2	-10	-1.0	15
CC(C)CC(=O)Nc1ccc(C2=NNC(=NCCN3CCOCC3)SC2)cc1	0.6	4	-1.1	2
Cc1ccccc1NC(=O)NCCN1CCCC1	0.3	8	0.2	-3
CCN(CC)C(=O)c1sc(NC(=O)c2cc(OC)c(OC)c(OC)c2)c(C#N)c1C	0.2	-3	-0.4	10
O=C(Nc1cccc(-c2nc3ncccc3o2)c1)c1ccc(Cl)cc1	0.0	4	1.0	-2
CCCC(=O)NNC(=O)COc1ccc(Cl)cc1	0.0	-3	1.2	-13
O=C(N/N=C/c1ccccc1)c1ccncc1	0.0	-10	4.5	-6
CCC(C)(C)n1nnnc1CN1CCCC(C)C1 (stereo not given)	0.1	-5	-0.1	10
O=C1c2ccc([N+](=O)[O-])cc2C(=O)N1CNc1ccc(Cl)cn1	-0.1	-11	-0.9	-4
COc1cc(Nc2cc(NCCOc3ccccc3)ncn2)cc(OC)c1OC	0.1	-16	0.2	14
CC(C)N(C)Cc1ccc(C(=O)NCc2ccccc2Cl)c(=O)[nH]1	-0.1	-4	-1.2	-1
Cc1ccccc1NC(=O)COc1ccc(C(C)C)cc1	0.0	-36	0.1	-16
COc1cccc(C(=O)Nc2ccc(Cl)c3ncsc23)c1OC	-0.1	-15	-0.2	-7
c1ccc(CCn2c(CSc3nc4ccccc4s3)nc3ccccc32)cc1	0.0	-6	-1.2	-4
Cc1cc(I)ccc1NC(=O)Cn1c([N+](=O)[O-])cnc1C	1.0	-7	-1.4	25
CCOc1ccc(NS(=O)(=O)c2cccc(F)c2)cc1	-0.2	-2	-0.2	-10
CCOc1cc(C2NC(=S)NC(C)=C2C(=O)Nc2cc(OC)ccc2OC)ccc1O (stereo not given)	-0.1	3	1.1	-6
CN1CCN(CC(=O)c2ccc3cc[nH]c3c2)CC1	-0.1	-14	0.6	-1
O=C1CCCN1CCCNS(=O)(=O)c1cccc(F)c1	-0.1	11	1.2	-5
COC(=O)c1cc(OC)c(OC)c(OC)c1-n1c(C)cc(C(N)=O)c1C	1.4	9	2.8	-5
COC(=O)c1cnn2c(C(F)(F)F)cc(-c3ccco3)nc12	-0.1	9	0.8	-1
C=CCOc1ccc(/C=c2\sc3n(c2=O)C(c2ccc(OC)c(OCC)c2)C(C(=O)OCC)=C(C)N=3)cc1 (stereo not given)	-0.1	7	-0.2	6
C=CCN(CC=C)S(=O)(=O)c1ccc(C(=O)Nc2nc(-c3ccccc3)c(C(C)=O)s2)cc1	-0.2	16	-0.3	3
COCc1cc(C)nc2sc3c(c12)NC(c1ccccc1Cl)NC3=O (stereo not given)	0.0	-6	-0.7	-6
CCNS(=O)(=O)c1ccc(Br)c2ccccc12	0.2	-1	1.5	17
Cc1cc(C)c2c(NC(=O)Nc3cccc(Cl)c3)n[nH]c2n1	0.0	-19	-1.0	4
COc1cc(C)c(Br)cc1S(=O)(=O)N1CCc2ccccc2C1	-0.1	4	-0.7	-2
COC(=O)c1cc(S(=O)(=O)Nc2cccc(OC)c2)c[nH]1	0.5	1	-2.0	10
COc1ccc(-c2nnn(CC(=O)Nc3ccc(OC(F)(F)F)cc3)n2)cc1	0.0	2	1.7	9
Cc1cccc(NC(=O)N2CCC(n3c(C)nc4cc(F)ccc43)CC2)c1	0.9	-15	0.1	7
CCC(C)c1ccccc1OCCOc1ccc(/C=C2/C(=N)N3N=C(C(F)(F)F)SC3=NC2=O)cc1 (stereo not given)	-0.1	-1	-0.1	4
CC(CC(=O)Nc1cccc(-c2ccno2)c1)S(=O)(=O)c1ccc2c(c1)OCC(=O)N2 (stereo not given)	-0.1	-3	-3.0	-9
O=C(NC1CC1)c1ccc(-c2cc(C(=O)NC3CC3)ccn2)cc1	0.0	3	3.4	-2
CS(=O)(=O)N/N=C/c1ccccc1OCc1cccc(Br)c1	0.0	9	-0.4	0
c1ccc2[nH]c(CNc3nc(Nc4ccc(N5CCOCC5)cc4)nc4nc[nH]c34)nc2c1	-0.1	3	1.4	10
COc1ccccc1CC(=O)Nc1ccc2nc(N3CCOCC3)cc(C)c2c1	0.2	1	0.7	4
O=C(NCCN1CCOCC1)C(=O)NCC(c1ccco1)N1CCOCC1 (stereo not given)	-0.1	5	2.3	2
CC1Cc2ccccc2N1S(=O)(=O)c1cc2c3c(c1)CC(=O)N3CCC2 (stereo not given)	-0.1	-2	-1.6	10
COc1ccccc1C(=O)Nc1cccc(-c2nc3cc(C)ccc3o2)c1	-0.3	5	0.7	4
O=C(CC1(c2ccccc2)CC(=O)N(Cc2ccncc2)C1=O)N1CCCCCC1 (stereo not given)	-0.1	-2	-0.3	11
NC(=O)CNS(=O)(=O)c1c(Cl)cc(Br)cc1Cl	0.0	4	-0.6	-12
c1ccc2c(c1)OC[C@H](c1nc3ccc(-c4cn[nH]c4)cc3[nH]1)O2	0.1	-72	0.7	11
COc1ccccc1-n1ncc2c(C(C)C)nnc(SCC(=O)NCC3CCCO3)c21 (stereo not given)	-0.1	2	0.2	1
O=C(Cn1ncn2c(cc3ccsc32)c1=O)N1CCCC1	0.2	10	-0.8	23
c1nc2nc(-c3ccc(N4CCOCC4)nc3)nc(Nc3ccc(N4CCOCC4)cc3)c2[nH]1	-0.3	-7	3.0	-1
CCC1(c2ccccc2)NCC(c2ccc([N+](=O)[O-])cc2)O1 (stereo not given)	0.0	-9	1.0	-13
COC(=O)CN(C)C(=O)c1sc2ncnc(NCc3cccc(C)n3)c2c1C	0.1	-4	0.4	11
CC(=O)C(C)(C)NCC(=O)c1ccccc1	-0.1	0	1.9	5
Cc1ccc(-n2cc(-c3ccccc3)nc2SCC(=O)N2CCCc3ccccc32)cc1	0.2	-6	-0.7	4
Cc1cccc(C(=O)Nc2cccc(-c3csc(C)n3)c2)c1	0.2	-6	-1.8	17

Assay outcomes: PubChem, The Scripps Research Institute Molecular Screening Center
